ZTA counter: ZTA (EBV) inhibition in EBNA-1 counter-screen. P03206. ZTA-DNA binding, fluorescence polarization. 320,000 tested, 0.15% active. AID 2234. inhibition, % at 11 µM; in the data active = inhibition above about 33%
Target sequence (P03206 whole entry, looked up): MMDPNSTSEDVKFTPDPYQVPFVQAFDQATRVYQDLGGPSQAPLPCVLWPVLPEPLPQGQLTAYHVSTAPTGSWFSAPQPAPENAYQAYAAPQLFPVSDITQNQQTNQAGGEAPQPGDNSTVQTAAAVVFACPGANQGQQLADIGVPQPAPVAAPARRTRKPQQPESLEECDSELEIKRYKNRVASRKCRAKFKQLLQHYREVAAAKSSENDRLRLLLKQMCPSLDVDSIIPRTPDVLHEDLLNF
PAFAH2 FP inh: inhibitors of human PAFAH2. Q99487. recombinant PAFAH2, FP-rhodamine activity probe, fluorescence polarization. inhibition, % at 3.39 µM. 340,000 tested, 0.99% active. AID 492956;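 active = inhibition above the mean over all tested compounds plus 3 SD, cut at about 30% in these data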;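 also: inhibitors block probe labeling of enzyme so polarization drops; 0% = enzyme with DMSO and 100% = wells lacking PAFAH2 protein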
PAD4 inh: PAD4 (human) enzyme inhibition; recombinant PAD4, RCA probe fluorescence polarization; inhibition, % at 6.36 µM; 330,000 tested, 0.41% active; AID 485272;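 active = percent inhibition above a cutoff equal to the mean of all tested compounds plus 3 SD, cut at about 15% in these data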;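 also: 0% = PAD4 with RCA probe and DMSO and 100% = probe without PAD4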
LYPLA2 inh: LYPLA2 (human) inhibition in PME1 counter-screen. O95372. recombinant LYPLA2, FP-Rh probe fluorescence polarization. inhibition, % at 5.9 µM. 320,000 tested, 0.38% active. AID 2177;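 active = inhibition above the screen-wide mean plus 3 SD, limit set per campaign, cut at about 26% in these data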;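 also: 0% = LYPLA2 with DMSO and 100% = wells lacking LYPLA2 enzyme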
EBNA-1 inh: blocks EBNA-1 binding to DNA; EBNA-1 DNA binding, fluorescence polarization; inhibition, % at 14.8 µM; 300,000 tested, 0.34% active; in the data active = inhibition above about 28%
GSTO1 inh: GSTO1 inhibition, counter-screen for RBBP9 inhibitors; P78417; recombinant GSTO1, activity-based probe fluorescence polarization; inhibition, % at 5.96 µM; 300,000 tested, 1.1% active;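 active = inhibition above the campaign mean inhibition plus 3 SD, cut at about 35% in these data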;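 also: 0% = GSTO1-1 with DMSO and 100% = wells lacking GSTO1-1 enzyme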
LYPLA1 counter: LYPLA1 (human) inhibition in PME1 counter-screen; recombinant LYPLA1, FP-Rh probe fluorescence polarization; inhibition, % at 5.9 µM; 320,000 tested, 0.16% active; AID 2174;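 active = inhibition above the mean of all tested compounds plus 3 SD, set per campaign, cut at about 14% in these data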;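 also: inhibitors block serine hydrolase probe labeling of LYPLA1 so polarization falls; 0% = enzyme with DMSO and 100% = wells lacking LYPLA1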
PREPL inh: inhibitors of human prolyl oligopeptidase-like enzyme PREPL | Q4J6C6 | recombinant PREPL, fluorescence polarization activity-based probe | inhibition, % at 5.96 µM | 320,000 tested, 0.68% active | AID 2751; in the data active = inhibition above about 43%;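 also: 0% = enzyme with DMSO and 100% = wells lacking enzyme; many of its hits are not listed in these tables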
Target sequence (Q4J6C6 whole entry, looked up): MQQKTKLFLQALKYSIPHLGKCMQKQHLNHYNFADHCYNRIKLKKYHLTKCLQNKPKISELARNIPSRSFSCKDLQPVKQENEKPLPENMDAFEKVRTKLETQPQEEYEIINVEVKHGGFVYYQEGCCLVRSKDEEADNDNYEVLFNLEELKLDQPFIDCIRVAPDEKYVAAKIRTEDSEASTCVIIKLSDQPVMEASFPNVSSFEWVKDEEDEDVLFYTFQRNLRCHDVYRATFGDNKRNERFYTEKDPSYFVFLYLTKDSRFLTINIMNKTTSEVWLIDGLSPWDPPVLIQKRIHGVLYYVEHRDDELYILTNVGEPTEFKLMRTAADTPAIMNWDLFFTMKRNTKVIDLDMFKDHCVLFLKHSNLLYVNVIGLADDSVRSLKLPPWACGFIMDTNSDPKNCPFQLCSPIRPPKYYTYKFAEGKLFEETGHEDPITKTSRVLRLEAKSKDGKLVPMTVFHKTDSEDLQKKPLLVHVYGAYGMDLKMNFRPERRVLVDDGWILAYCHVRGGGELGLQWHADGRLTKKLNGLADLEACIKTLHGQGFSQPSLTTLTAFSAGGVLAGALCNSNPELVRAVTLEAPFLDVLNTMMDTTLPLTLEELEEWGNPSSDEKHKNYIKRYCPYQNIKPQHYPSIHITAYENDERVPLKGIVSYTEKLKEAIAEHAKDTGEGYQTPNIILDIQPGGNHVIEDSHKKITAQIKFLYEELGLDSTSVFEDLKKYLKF
PAFAH1B3 inh: inhibitors of human PAFAH1B3; Q15102; inhibition, % at 3.39 µM; recombinant PAFAH1B3, FP-rhodamine probe, fluorescence polarization; 340,000 tested, 0.28% active;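 active = inhibition above the screen-wide average of all tested compounds plus 3 SD, cut at about 25% in these data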;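 also: 0% = enzyme with DMSO only and 100% = wells lacking PAFAH1B3 protein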
An asterisk follows results filed as active; . = not tested or not shown. These rows are one share of the data, so the mix of outcomes need not match the whole.

Value order: ZTA counter, PAFAH2 FP inh, PAD4 inh, LYPLA2 inh, EBNA-1 inh, GSTO1 inh, LYPLA1 counter, PREPL inh, PAFAH1B3 inh
1	O=C(Nc1nc2nccc(-c3ccccc3)n2n1)c1ccccc1
 : -8, 6, 6, 4, -12, 3, 0, -14, -3
2	COc1ccc2oc(C(=O)NC3(C)CCS(=O)(=O)C3)c(C)c2c1 (configuration not stated)
 : 3, 4, 7, 1, -4, -4, 2, 0, 7
3	Cc1cc(C(=O)CSc2nc3ccccc3[nH]2)c(C)n1CC1CCCO1 (configuration not stated)
 : -1, -2, 5, -4, 1, -4, 4, 1, 2
4	CN(Cc1ccccc1)Cc1nc2c(c(=O)n(C)c(=O)n2C)n1CCCc1ccccc1
 : 0, 15, 6, -2, -6, -5, 2, -3, -3
5	O=C(CSc1n[nH]c(=O)n1Cc1ccco1)Nc1ccccc1
 : 7, ., -1, 0, -4, 4, 3, -3, .
6	O=C(CO/N=C/c1ccc(OC(F)F)cc1)NCc1ccc(F)cc1
 : 12, -2, -5, 2, 1, 0, 0, -4, 8
7	COc1ccc(Cl)cc1C(=O)N1CCN(c2ccccn2)CC1
 : 11, -6, -3, 12, 9, 2, 1, 7, 5
8	COc1ccc(CCNC(=O)COC(=O)CCC(=O)c2ccc(F)cc2)cc1
 : -12, -3, 2, 1, 11, 6, -2, -11, 3
9	O=C(CCCN1C(=O)c2ccccc2C1=O)Nc1ccc(S(=O)(=O)N2CCOCC2)cc1
 : 1, -5, 1, -5, 3, 3, -3, -1, 5
10	CSc1ccccc1C(=O)Nc1nccs1
 : 12, 6, 2, 3, 11, 6, 3, 0, 8
11	O=[N+]([O-])c1ccc(S(=O)(=O)NCCc2ccncc2)cc1
 : -2, -4, -3, -1, -9, -5, -6, 10, -3
12	CCCCC(=O)Nc1cccn2ncnc12
 : -8, 3, 1, -4, -1, 2, -2, 1, 3
13	O=C(c1ccc(F)cc1)N1CCN(c2ccc(N3CCOCC3)nn2)CC1
 : 1, -6, -2, 5, -7, 2, 0, -7, 2
14	CN(C)S(=O)(=O)c1ccc(N2CCCC2)c(C(=O)NNC(=O)COc2ccccc2F)c1
 : 0, 4, -3, -5, -8, 2, -3, -4, 1
15	Cc1ccc(S(=O)(=O)N2CCN(C(=O)CSCc3ccc(C(C)C)cc3)CC2)cc1
 : -7, -3, 3, 4, ., ., -1, 22, 2
16	COc1ccc(OCCSc2ncn[nH]2)cc1
 : -1, 5, 2, 10, 8, 1, 2, 20, 3
17	CCC1(CC)NC(=O)N(CC(=O)Nc2ccc(-n3cnnn3)cc2)C1=O
 : ., 4, -1, ., ., ., ., 15, 4
18	O=S(=O)(CCc1nc2ccccc2o1)c1ccc(Cl)c(Cl)c1
 : -15, -8, 2, 2, 13, 4, -4, -10, 1
19	CS(=O)(=O)N1CCN(c2ccccc2NC(=O)c2cc(Br)ccc2Cl)CC1
 : -2, -6, -5, -3, -4, -5, -3, 5, 5
20	O=C(OCCN1C(=O)c2ccccc2C1=O)C1CCN(S(=O)(=O)c2cccs2)CC1
 : 13, 21, -2, -7, 11, 6, 1, -14, 2

Value order: ZTA counter, PAFAH2 FP inh, PAD4 inh, LYPLA2 inh, EBNA-1 inh, GSTO1 inh, LYPLA1 counter, PREPL inh, PAFAH1B3 inh
21	COC(=O)c1ccc(C(=O)NC2CCCc3c2cnn3-c2ccccc2F)nc1 (configuration not stated)
 : 7, -4, -3, 3, 6, 2, -2, 0, 5
22	O=C(C1=C[C@@H](c2ccccc2)C[C@@H](OCc2ccc(CO)cc2)O1)N1CCOCC1
 : 6, 4, 1, -4, 7, 2, 0, 29, 7
23	CCc1ccc(C(=O)NNC(=O)CC2OC(=O)c3ccccc32)cc1 (configuration not stated)
 : -3, -1, -6, -1, 5, 4, -2, 4, 10
24	Cc1ccc(S(=O)(=O)N2c3ccccc3NC(=O)CC2C)cc1 (configuration not stated)
 : 8, 5, -1, 3, -7, -3, -3, 6, 8
25	COc1nonc1NC(=O)CSc1nc2ccccc2[nH]1
 : 5, 20, -2, -8, 7, -1, 3, 10, -1
26	CCOC(=O)CC(C)(C)/C(C)=N/Nc1ccc([N+](=O)[O-])cc1[N+](=O)[O-]
 : -10, -7, 2, 7, -15, 14, 3, 6, -5
27	O=C(Nc1cccn(Cc2c(Cl)cccc2Cl)c1=O)c1c(Cl)cccc1Cl
 : -6, 8, 3, -5, 7, -2, -6, -6, 1
28	O=C(Nc1ccc2c(c1)OCCO2)c1cnn(-c2ccccc2)n1
 : 9, 0, -3, -4, ., ., -5, 28, 9
29	CCn1c(=O)n(CC(=O)NCC2CCCO2)c(=O)c2c3c(sc21)COC(C)(C)C3 (configuration not stated)
 : -15, 0, -2, 13, 1, -1, 3, 16, -3
30	COCCn1c(SC2CCCCC2=O)nnc1-c1ccncc1 (configuration not stated)
 : 3, 0, 4, -6, 12, 10, -1, 1, 3
31	CC(C)[C@H]1C(=O)Nc2ccccc2N1C(=O)N[C@@H](Cc1ccccc1)C(=O)N[C@@H](C(=O)O)c1ccccc1
 : 12, 4, 3, -4, -6, -7, 0, 9, 4
32	C[C@H](CO)N1C[C@H](C)[C@@H](CN(C)C(=O)NC2CCCCC2)Oc2ccc(NS(=O)(=O)c3cn(C)cn3)cc2C1=O
 : ., -3, -1, ., ., ., ., 21, 12
33	O=C(c1ccccc1[N+](=O)[O-])N(CCc1ccccc1)Cc1ccccc1
 : 6, -10, 0, 0, -9, 1, -2, 1, -2
34	CC(C)(C)Cn1c(=O)[nH]c(=O)c2cc([N+](=O)[O-])cnc21
 : -2, 2, -4, 7, 8, -2, 3, 15, 7
35	Cc1nc(N=C(N)N)nc2c(C)cccc12
 : 5, 8, -5, -1, 2, 2, 3, 5, 9
36	Cc1cc2nnc(SCC(=O)N3C(C)CCCC3C)n2c(N)n1 (configuration not stated)
 : -6, -2, -8, -3, 0, 6, 0, 13, 4
37	CC(=O)Nc1ccc(SC[C@H](CC(C)C)N2CCN(CC(C)C)CCC2=O)cc1
 : -6, -1, 4, 3, 1, 6, 1, 11, -3
38	COCC(C)NC(=O)c1ccc2c(c1)S(=O)(=O)c1ccccc1C2=O (configuration not stated)
 : -2, 5, 0, -2, 5, 0, 3, 11, 10
39	COc1ccc(CNc2nc3ccccc3n2Cc2ccc(Cl)cc2)cc1OC
 : 2, 0, -2, 6, 8, 1, -5, 10, 3
40	O=C(Nc1ccc(-c2nc3ccccc3o2)cc1)c1cccnc1
 : -2, -18, 4, -10, -3, -31, -9, -7, -16

Looked up one by one from the list above (six):
Value order: ZTA counter, PAFAH2 FP inh, PAD4 inh, LYPLA2 inh, EBNA-1 inh, GSTO1 inh, LYPLA1 counter, PREPL inh, PAFAH1B3 inh
25	COc1nonc1NC(=O)CSc1nc2ccccc2[nH]1
 : 5, 20, -2, -8, 7, -1, 3, 10, -1
35	Cc1nc(N=C(N)N)nc2c(C)cccc12
 : 5, 8, -5, -1, 2, 2, 3, 5, 9
38	COCC(C)NC(=O)c1ccc2c(c1)S(=O)(=O)c1ccccc1C2=O (configuration not stated)
 : -2, 5, 0, -2, 5, 0, 3, 11, 10
26	CCOC(=O)CC(C)(C)/C(C)=N/Nc1ccc([N+](=O)[O-])cc1[N+](=O)[O-]
 : -10, -7, 2, 7, -15, 14, 3, 6, -5
32	C[C@H](CO)N1C[C@H](C)[C@@H](CN(C)C(=O)NC2CCCCC2)Oc2ccc(NS(=O)(=O)c3cn(C)cn3)cc2C1=O
 : ., -3, -1, ., ., ., ., 21, 12
29	CCn1c(=O)n(CC(=O)NCC2CCCO2)c(=O)c2c3c(sc21)COC(C)(C)C3 (configuration not stated)
 : -15, 0, -2, 13, 1, -1, 3, 16, -3

Some of these compounds in order of the PAFAH2 FP inh value, lowest first:
item	SMILES	PAFAH2 FP inh
40	O=C(Nc1ccc(-c2nc3ccccc3o2)cc1)c1cccnc1	-18
30	COCCn1c(SC2CCCCC2=O)nnc1-c1ccncc1 (configuration not stated)	0
35	Cc1nc(N=C(N)N)nc2c(C)cccc12	8

Following part
Value order: ZTA counter, PAFAH2 FP inh, PAD4 inh, LYPLA2 inh, EBNA-1 inh, GSTO1 inh, LYPLA1 counter, PREPL inh, PAFAH1B3 inh
41	O=C1CN(C(=O)C2CCC(=O)N(CCc3ccc(Cl)cc3)C2)CCN1 (configuration not stated)
 : -11, 3, 2, -3, 7, -1, -2, -2, 2
42	COc1ccc(C(=O)C2CCCN(C(=O)CCNC(C)=O)C2)cc1OC (configuration not stated)
 : 9, -4, 1, 1, -11, 3, -2, 4, -3
43	CC(C)c1ccc(C(=O)N(c2ccccn2)C(C)c2ccco2)cc1 (configuration not stated)
 : 6, -3, 1, -1, -4, 1, 2, 6, 6
44	O=C1Cc2cc(S(=O)(=O)N3CCNCC3)ccc2N1
 : ., 3, 0, ., ., ., ., 25, 2
45	CCCCCCNC(=O)CCCCCNS(=O)(=O)c1ccc(OC)cc1
 : -7, 6, 4, 7, -2, 20, 3, 23, 0
46	Cc1ccc(NC(=O)Nc2cccs2)nc1
 : 17, -12, -3, 3, 10, 3, -3, -13, 3
47	CCn1c(SCC(=O)OC(C)C)nnc1-c1cccc(Cl)c1
 : 4, 4, 4, 0, 5, 3, 1, 1, 9
48	CC(NC(=O)CN1CCN(c2ccc(Cl)cc2)CC1)c1ccccc1 (configuration not stated)
 : -5, 5, -3, -1, -10, 6, -2, 16, 8
49	CN1CCN(C2=NC(=O)/C(=C/c3cn[nH]c3-c3ccccc3)S2)CC1
 : -1, -2, -2, 0, 8, -6, 2, 3, 7
50	Cc1ccc(Cl)cc1N1CCN(CC(=O)Nc2ccc(CN3CCCCC3)cc2)CC1
 : -15, -2, 4, 6, -4, 15, -2, 16, -1
51	O=C(CC1CCCC1)NNC(=O)c1ccc(Br)cc1
 : 13, 8, -1, -4, ., ., -3, 0, 6
52	Cn1c(=O)c(=O)n(C)c2cc(S(=O)(=O)Nc3ccc(OC(F)(F)F)cc3)ccc21
 : -4, 9, 3, 4, 9, 16, 2, 3, 0
53	CC(C)(C)NC(=O)NC(=O)CN1CCN(S(=O)(=O)/C=C/c2ccccc2)CC1
 : -1, -2, 1, 0, -1, 4, 0, -4, -4
54	CN1CC(c2ccc(C#N)cc2)C2(COc3ccccc3C2=O)C12C(=O)Nc1ccccc12 (configuration not stated)
 : 12, 3, -1, -3, 11, 1, -2, 5, 4
55	O=C(Cc1ccccc1[N+](=O)[O-])NCc1ccc(Cl)cc1Cl
 : -7, -7, -3, 3, 7, -1, 2, 5, -1
56	Cc1n[nH]c(C)c1NC(=O)c1cc([N+](=O)[O-])ccc1Cl
 : -3, 6, -4, -1, -5, 4, -2, 3, 5
57	CCOc1ccc2[nH]c(C(=O)N/N=C/c3cc(OC)c(OC)c(OC)c3)cc2c1
 : 0, -9, -5, -9, 3, 2, -9, 30, 20
58	O=S1(=O)C=C(N2CCCCC2)c2ccccc21
 : -2, -2, -4, 1, 17, 2, -1, -10, 8
59	O=C(CSc1n[nH]c(=O)[nH]c1=O)N/N=C/c1ccccc1
 : -1, -11, 1, 1, 6, 13, 1, 0, 6
60	N/C(=N\OC(=O)CCC1CCCC1)c1ccccc1
 : -4, 5, 2, -10, 2, -3, -1, 0, 7
61	O=C(NC1CCCCC1)C1CCCN(S(=O)(=O)c2cccs2)C1 (configuration not stated)
 : -6, 2, 3, -1, 9, 2, -3, -7, 5
62	CN(C)c1ccc(/C=N/NC(=O)c2nnn(-c3nonc3N)c2COc2ccc(F)cc2)cc1
 : 7, -13, -2, -4, 16, 5, -5, -2, -7
63	O=C(CCc1ccc(S(=O)(=O)N2CCOCC2)cc1)NN=C1CCCCCCC1
 : -5, -5, 1, 3, 8, 1, 3, 13, -1
